# AddAB inh: growth inhibition of E. coli expressing H. pylori AddAB, primary screen, AddAB inhibitor project, absorbance. inhibition, % at 11.9 µM. actives 0.29% (n = 330,000); in the data active = inhibition above about 12%;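 also: 0% = vehicle wells of infected cells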
# E coli growth: E. coli V3065 growth inhibition, primary screen, counter-screen for AddAB inhibitor project, absorbance, OD600; actives 0.27% (n = 330,000); 18 h; inhibition, % at 11.9 µM;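 active = inhibition above the campaign's mean inhibition across all tested compounds plus 3 SD, cut at about 9.9% in these data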;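 also: uninfected addAB+ strain grown without phage in ampicillin broth; 0% = DMSO wells and 100% = ciprofloxacin 0.95 µg/ml wells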
# SR-BI DiI inh: inhibitors of SR-BI mediated HDL lipid uptake, primary screen, ldlA[mSR-BI] cells, fluorescence, single point; Scavenger receptor class B member 1 (Mus musculus), Q61009; ldlA[mSR-BI] CHO cells, DiI-HDL uptake fluorescence, 3 h; inhibition, % at 12.5 µM; actives 0.96% (n = 320,000); AID 488896, 2010;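 active = mean replicate inhibition of at least 70% and a set share of replicates each scoring 70 or more; inconclusive = meets just one of the two criteria; inactive = fails both criteria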;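 also: 0% = median of neutral control wells and 100% = median of positive control wells; values of inactives mirror those of a sister screen read the other way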
# Target sequence (Q61009 whole entry, looked up): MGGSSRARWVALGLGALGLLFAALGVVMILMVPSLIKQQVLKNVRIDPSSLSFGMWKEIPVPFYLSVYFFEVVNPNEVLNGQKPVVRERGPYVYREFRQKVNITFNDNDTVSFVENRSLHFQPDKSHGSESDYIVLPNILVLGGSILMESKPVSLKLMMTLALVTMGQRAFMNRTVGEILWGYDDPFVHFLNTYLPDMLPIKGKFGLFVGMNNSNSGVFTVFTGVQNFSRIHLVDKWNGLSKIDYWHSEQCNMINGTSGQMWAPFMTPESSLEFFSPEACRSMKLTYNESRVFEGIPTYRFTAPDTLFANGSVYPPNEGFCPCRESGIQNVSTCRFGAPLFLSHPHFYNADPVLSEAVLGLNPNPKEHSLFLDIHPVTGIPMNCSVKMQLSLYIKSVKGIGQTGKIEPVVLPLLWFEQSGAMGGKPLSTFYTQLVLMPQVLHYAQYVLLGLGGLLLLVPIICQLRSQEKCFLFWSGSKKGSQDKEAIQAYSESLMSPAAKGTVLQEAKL
# CAL PDZ FP-1: untagged CAL PDZ binding inhibitors, primary screen, biochemical, fluorescence polarization, HTS; Golgi-associated PDZ and coiled-coil motif-containing protein (Homo sapiens), Q9HD26; purified CAL PDZ, TMR-peptide fluorescence polarization, 1 h; inhibition, % at 24.9 µM; actives 0.92% (n = 300,000); AID 602252, 2012;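 active = mean inhibition of at least 30% with at least half of replicates also reaching 30%; inconclusive = no clear call, values can overlap the other calls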;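 also: 0% = DMSO neutral control and 100% = excess unlabeled competitor peptide PRC23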
# Wnt act: Wnt/beta-catenin pathway activators, primary screen, cell-based, plate reader, single point | AID 743398, 2014 | activation, % at 9.35 µM | actives 1.2% (n = 300,000) | Wnt/beta-catenin reporter cell assay, activator; in the data active = activation above about 30%, passing the limit was not always enough; inconclusive = no clear call, values can overlap the other calls;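 also: 0% = neutral control wells and 100% = positive control wells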
# CAL PDZ FP-2: CAL PDZ peptide-binding inhibitors, primary screen, biochemical, fluorescence polarization, Cer-tagged CAL PDZ, HTS | actives 0.02% (n = 330,000) | Golgi-associated PDZ and coiled-coil motif-containing protein (Homo sapiens), Q9HD26 | purified CAL PDZ, TMR-peptide fluorescence polarization, 1 h | AID 504414, 2011 | inhibition, % at 20 µM;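 active = highest replicate inhibition of at least 40%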;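 also: plate controls were DMSO neutral control wells for no effect and unlabeled competitor peptide control wells for full effect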
#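 Assay system – tagged CAL PDZ protein CerCALP, purified · Timing – 1 h at RT · Compound – single point, 20 µM · Measured by – fluorescence polarization from S- and P-plane intensities, G-factor corrected · Evaluation – inhibition from polarization loss · Probe or stimulus – TMR reporter peptide T*-PRC34 · Buffer or medium – pH 7.4 phosphate-saline buffer, reducing agent, detergent, IgG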
# SR-BI uptake up: activators of SR-BI mediated DiI-HDL uptake, primary screen, ldlA[mSR-BI] CHO cells, DiI fluorescence. 3 h; 100 = double the neutral-control signal. activation, % at 12.5 µM. actives 0.096% (n = 320,000). AID 504775, 2011;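 active = mean replicate activation of at least 60% and every replicate at or above 60%; inconclusive = mean or all-replicate condition met, but not both; inactive = mean below 60% and not all replicates reaching 60%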;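 also: 0% = median plate neutral-control signal and 100% = twice that signal; values of inactives mirror those of a sister screen read the other way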
#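 Test system: SR-BI-overexpressing, LDLR-lacking CHO cells. Measured by: DiI fluorescence, bottom read. Medium: Ham's F12 with 0.5% BSA, HEPES 25 mM, pH 7.4. Timing: 3 h uptake period with compound, 37 °C.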
# Tat export inh: E. coli Tat export inhibitors, primary screen, MC4100, TorA-mCherry reporter, fluorescence, single point | actives 0.036% (n = 340,000) | inhibition, % at 10 µM;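 active = mean replicate inhibition at least 50% and at least half of replicates individually reaching 50%; inconclusive = only one of the two criteria met; inactive = neither criterion met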;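 also: exported cargo escapes ClpAP degradation while cytoplasmic cargo is degraded and loses fluorescence; 0% = median of neutral control wells and 100% = median of NaSCN control wells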
# phage Ecoli inh: growth loss of phage-infected E. coli, primary screen, RecBCD inhibitor project, absorbance, with phage, HTS | inhibition, % at 11.9 µM | actives 0.26% (n = 360,000); in the data active = inhibition above about 11%
# MITF act: activators of MITF-driven TRPM1 promoter reporter, primary screen, cell-based, SK-MEL-5, luciferase, single point. SK-MEL-5 TRPM1-promoter luciferase, 24 h; % of positive control, neutral wells = 0. activation, % at 12.5 µM. actives 0.75% (n = 300,000);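 active = mean activation of at least 80% with every replicate also reaching 80%; inconclusive = mean reaches 80% but some replicate falls short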;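 also: 0% = neutral control wells and 100% = parthenolide positive control wells; values of inactives mirror those of a sister screen read the other way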
# Numbers without * were called inactive; ? = inconclusive; / = not tested or not shown; & = joins results of further samples.
SMILES,AddAB inh,E coli growth,SR-BI DiI inh,CAL PDZ FP-1,Wnt act,CAL PDZ FP-2,SR-BI uptake up,Tat export inh,phage Ecoli inh,MITF act
Cc1ccc(CS(=O)(=O)CC(C)(O)c2ccc(Cl)cc2)cc1 (stereo not drawn),-0.4,2.2,-5,-5,1,-0.8,5,6,2.8,-4
CN1C(=O)c2ccccc2C(C(=O)O)C1c1cn(C)c2ccccc12 (stereo not drawn),-0.2,-1.2,-25,41*,-3,/,25,-5,3.5,-13
COc1ccc(C(=O)NCCc2cnc[nH]2)cc1OC,-1.0,0.3,1,2,0,0.1,-1,3,3.4,13
O=C(Cn1cnc2ccccc2c1=O)Nc1ccccc1N1CCOCC1,-0.6,-1.9,3,-2,-1,-0.5,-3,3,3.9,-9
O=C(CSc1nnc(-c2ccc(F)cc2)o1)Nc1ccccc1N1CCOCC1,-0.6,-0.8,25,-2,/,0.0,-25,5,1.7,0
CCCC1CCC(c2ccc(/C(N)=N/O)cc2)CC1 (stereo not drawn),-0.4,1.9,1,10,3,0.5,-1,6,2.4,16
O=C(C[n+]1cccc(/C=N/O)c1)N(Cc1ccccc1)Cc1ccccc1,4.3,1.2,-37,-1,-2,-0.9,37,-6,0.5,-2
Cc1ccc(OCC(=O)OC(C)CN(C)Cc2ccccc2)cc1 (stereo not drawn),2.2,1.6,-16,-1,-3,-0.6,16,1,1.0,1
Cc1cccc(N(C)c2ccc3cc(S(=O)(=O)N4CCCC4)ccc3n2)c1,2.4,2.1,-4,-1,-1,-2.1,4,0,1.9,2
COc1ccc(CNC(=O)[C@@H]2CC=C[C@@H]3CCN(Cc4ccc(Cl)c(Cl)c4)C(=O)[C@@H]32)cc1,0.4,-0.3,29,0,-1,-0.1,-29,9,1.7,5

# 2 of the compounds above, with values under each structure:
# Second line of a record – AddAB inh	E coli growth	SR-BI DiI inh	CAL PDZ FP-1	Wnt act	CAL PDZ FP-2	SR-BI uptake up	Tat export inh	phage Ecoli inh	MITF act
CCCC1CCC(c2ccc(/C(N)=N/O)cc2)CC1 (stereo not drawn)
  -0.4	1.9	1	10	3	0.5	-1	6	2.4	16
O=C(C[n+]1cccc(/C=N/O)c1)N(Cc1ccccc1)Cc1ccccc1
  4.3	1.2	-37	-1	-2	-0.9	37	-6	0.5	-2

# Additional records
SMILES,AddAB inh,E coli growth,SR-BI DiI inh,CAL PDZ FP-1,Wnt act,CAL PDZ FP-2,SR-BI uptake up,Tat export inh,phage Ecoli inh,MITF act
Cn1c(=O)oc2cc(S(=O)(=O)NC3CCCCCCC3)ccc21,1.0,0.6,-4,0,/,-0.3,4,-6,5.0,/
O=C(/C=C\Nc1cccc(F)c1)c1cccs1,2.8,-1.6,11,-7,/,1.7,-11,10,1.5,35
CC(C)C(c1nnnn1C1CCCC1)N1CCN(C(=O)c2ccco2)CC1 (stereo not drawn),-0.1,4.9,-27,-4,-3,-0.9,27,11,-0.8,0
Fc1ccc(-n2cc(-c3ccccc3)c3c(NN4CCOCC4)ncnc32)cc1,-2.5,-3.1,46,-3,-3,-2.0,-46,9,0.9,-20
CCCCN(CCCC)CCNC(=O)c1cn(C)c2ccc(S(=O)(=O)N3CCCC3)cc2c1=O,-0.7,0.7,-46,/,0,-0.4,46,-4,-1.3,4
COc1ccc2c(c1)OC[C@H]1[C@H]2N2C(=O)c3cc(Br)ccc3NC(=O)[C@@]2(C)[C@H]1c1ccccc1,5.1,0.7,62,-1,/,-1.6,-62,5,/,-25
COc1ccc(C(C#N)Nc2ccc(C)cc2)cc1 (stereo not drawn),-2.1,-3.9,-19,-4,/,0.5,19,-8,3.6,1
O=C(CSc1ncn[nH]1)N/N=C/c1ccc(Br)cc1,2.7,0.4,3,-5,19,-2.6,-3,-2,-0.2,-1
Cc1ccc(C(=O)CNc2ccc(C)cc2C)cc1,-1.3,-3.1,-15,4,1,-1.0,15,-9,3.9,-5
CCOC(=O)C[C@H]1c2ccc(C(F)(F)F)cc2S(=O)(=O)N1c1ccccc1,3.4,1.7,-24,-1,-1,-0.1,24,15,1.0,2
CCn1c(SCCC(=O)O)nnc1-c1cccnc1,0.1,-0.4,-22,1,-2,-1.0,22,-4,2.9,10
O=c1c2ccccc2c(/C=N/c2ncn[nH]2)c(O)n1Cc1ccccc1,2.8,-1.1,49&50,1&-3,-4&-6,-1.7&-0.4,-49&-50,4&12,2.5&3.6,1&1
CCOCCCN(CCC#N)S(=O)(=O)c1ccc(S(=O)(=O)N2CCCC2)cc1,-1.1,1.9,-37,-3,/,-0.9,37,-4,1.6,-1
O=C(c1ccccc1[N+](=O)[O-])N1CCN(c2ccc(N3CCOCC3)nn2)CC1,0.9,-0.9,-14,6,-2,-4.0,14,-5,-0.2,8
CC1=C(C(=O)N2CCOCC2)C(c2cccc(C)c2)NC(=S)N1 (stereo not drawn),2.7,1.2,2,-2,0,-0.9,-2,-5,3.2,-11
CCc1ccc2[nH]c(O)c(N=Nc3nc(-c4ccccc4)cs3)c2c1,-0.2,-4.3,-10,0,/,-0.1,10,-6,-1.3,-6
Cc1cccc(C)c1OCC(=O)N(Cc1cccs1)C1CCS(=O)(=O)C1 (stereo not drawn),0.9,-0.3,3,-11,-1,-0.9,-3,9,2.2,/
CCOC(=O)Cc1csc(NC(=O)c2c(C)noc2C)n1,-0.7,4.5,-4,-5,-3,-1.4,/,7,0.9,-20
CCOC(=O)c1nnn(-c2nonc2N)c1CN(CC)c1ccccc1,3.9,-2.1,-6,3,/,-0.9,6,-5,3.9,3
O=C(CCCCCN1C(=O)c2ccccc2C1=O)NCc1ccco1,4.0,-0.6,4,5,/,0.9,-4,-6,3.5,1
COc1ccc(Nc2nc(N3CCOCC3)nc(N3CCOCC3)n2)cc1Cl,-2.4,-2.3,61,6,23,0.9,-61,-3,2.3,9
CC(C)(C)c1cc(C(=O)N2CCc3ccccc32)ccn1,1.3,-0.5,8,-4,/,/,-8,0,0.9,-8
O=C(Nc1cccc(O)c1)N1CCOCC1,-0.9,-2.7,5,-2,/,-0.2,-5,-2,1.0,-2
O=C(O)CC(=O)Nc1ccc(Oc2ccc(C(F)(F)F)cn2)c(Cl)c1,2.2,2.3,-11,3,11,-0.2,11,-5,3.7,10
CCOC(=O)C1CCN(C(=O)C2CCN(S(=O)(=O)CC)CC2)CC1,2.3,-1.6,-8,-4,-1,-0.4,8,1,3.1,-3
CN1CCN(c2ccc([N+](=O)[O-])cc2C(=O)c2ccc(Cl)cc2)CC1,1.4,-1.2,9,-5,/,-0.3,-9,7,7.0,-12
COc1cc(CNCCO)ccc1OC1CCCC1,-1.9,-3.5,3,18,/,-1.9,-3,21,2.9,6
OC(CN1CCN(c2ccc(F)cc2)CC1)c1ccc(Cl)cc1 (stereo not drawn),0.7,-0.7,1,3,-2,-1.2,-1,-1,1.6,9
Cc1ccc(S(=O)(=O)N2CCOCC2)cc1NC(=O)CNCc1ccc(Cl)cc1Cl,1.3,-0.8,20,-1,-3,-0.4,-20,-4,12*,-11
Cc1nonc1C(=O)N/N=C/c1ccc(O)cc1,2.6,-1.6,8,-2,1,-1.9,-8,1,2.8,18
Cc1ccc(C)c(N2CCN(C(=O)CN3C(=O)c4ccccc4C3=O)CC2)c1,1.7,0.4,3,-3,/,-0.5,-3,9,3.6,4
Nc1nc(-c2cc(-c3ccccc3)no2)cs1,1.0,-3.6,-19,-7,46*,0.5,19,10,1.8,88*
C=C1C(=O)O[C@@H]2C[C@@H](C)[C@@H]3C=CC(=O)[C@@]3(C)[C@@H](OC(C)=O)[C@H]12,1.2,3.0,/,/,-21,/,/,/,2.1,/
O=C(NC1CCCC1)c1cc(-c2ccccc2)nc2ccccc12,3.0,0.5,43,-3,-3,-0.4,-43,0,2.9,/
Cc1ccc(Nc2nc3ccccc3o2)cc1F,1.5,0.5,-1,-6,31*,/,1,-1,1.1,12
O=C(Nc1ccc2oc(=O)ccc2c1)c1cc2ccccc2o1,1.5,0.0,29,0,/,-1.8,-29,-6,-0.1,57
COc1ccccc1CNC(=O)C(=O)NCC1OCCCN1S(=O)(=O)c1ccc(F)cc1C (stereo not drawn),-2.8,-0.6,28,-1,-1,-1.3,/,3,1.6,3
Cc1ccsc1/C=N/N=C1\C(=O)Nc2ccccc21,-0.9,-1.4,-16,-7,?,1.3,16,0,4.0,37
Nc1cc(N)nc(SCc2cccnc2)n1,1.5,1.2,5,-7,/,-1.6,-5,-1,2.1,7
C[C@@H](NC(=O)c1nc[nH]c1C(=O)NCC(=O)OCc1ccccc1)c1ccccc1,1.7,-1.6,-1,-1,-3,-0.5,1,12,-0.8,14
COc1ccc(N2CSC3=C(C#N)C(c4cc(OC)c(OC)cc4OC)CC(=O)N3C2)c(OC)c1 (stereo not drawn),-3.9,-0.1,0,/,-2,0.7,0,5,1.2,/
Cc1nc(C)n(CC(O)COc2ccc3c(c2)CCC3)n1 (stereo not drawn),1.8,-1.6,1,-4,-2,-2.3,-1,0,-0.4,-1
CCOCc1nnc(NC(=O)c2cc(OC)cc(OC)c2)s1,1.3,-0.7,1,-3,6,-0.7,-1,-7,3.9,1
Nc1cc(=O)nc(SCC(=O)N(C2CCCCC2)C2CCCCC2)n1-c1ccccc1,0.5,-0.5,-19,/,-3,-3.3,19,3,1.9,2
CCCCN1C(=O)CC(Nc2ccc(CC)cc2)C1=O (stereo not drawn),1.0,-2.6,-13,-2,5,-1.0,13,-2,-2.2,69
Cc1ccc(-c2nc(C#N)c(N3CCC(C)CC3)o2)cc1,-0.2,-0.5,36,-4,-2,0.7,-36,3,1.8,2
CCc1ccccc1NC(=O)NNC(=O)c1ccc2ccccc2c1O,1.3,3.6,-14,/,-2,0.1,14,7,4.7,-8
O=C(CSc1nnc(-c2cccs2)n1-c1ccccc1)NCC1CCCO1 (stereo not drawn),0.4,0.5,-3,-2,-5,-1.5,3,-1,0.2,11
CC(O)Cn1c(=O)c2c(nc(Br)n2Cc2ccccc2)n(C)c1=O (stereo not drawn),0.2,-0.9,-12,-1,/,0.3,12,7,0.2,-1
COc1cc(OC)c(C(=O)OCC(=O)NCC2CCCCC2)cc1OC,/,/,11,-7,-2,-0.2,-11,-3,-1.8,-5
CCOC(=O)C1(Cc2ccc(Cl)cc2)CCN(C(=O)C2=NNC(=O)CC2)CC1,-0.2,-2.4,5,4,0,-0.5,-5,-2,4.9,9

# Screening data (PubChem)
